Screening data deposited in PubChem BioAssay by National Center for Advancing Translational Sciences (NCATS).
GLA spleen mod: inhibitors or activators of human alpha-galactosidase in spleen homogenate | P06280 | human spleen homogenate, 4MU-alpha-Gal fluorescence, 40 min | Potency, µM (highest dose often 80 µM), for the others: at the top dose activity change, negative = inhibition, usual class: inhibitors | hit rate 0.008% among 240,000 | AID 2107;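 also: 0% = enzyme with vehicle and -100% = no enzyme basal signal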
Target sequence (P06280 32-429 limits assumed): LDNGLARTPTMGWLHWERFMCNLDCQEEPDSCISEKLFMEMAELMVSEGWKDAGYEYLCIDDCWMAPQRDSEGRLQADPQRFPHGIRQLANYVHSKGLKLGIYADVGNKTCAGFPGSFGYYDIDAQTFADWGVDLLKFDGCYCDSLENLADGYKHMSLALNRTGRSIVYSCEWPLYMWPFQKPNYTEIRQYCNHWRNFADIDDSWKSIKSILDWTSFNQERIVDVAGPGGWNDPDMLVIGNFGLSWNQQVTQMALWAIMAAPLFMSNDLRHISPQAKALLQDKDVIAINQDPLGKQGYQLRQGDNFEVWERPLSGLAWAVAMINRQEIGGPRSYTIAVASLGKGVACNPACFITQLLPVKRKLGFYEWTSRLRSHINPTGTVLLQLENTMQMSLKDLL
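Fluorogenic readout (Ex 365/Em 440 nm) of 4-methylumbelliferone released from 1 mM 4-MU-alpha-galactoside by spleen homogenate, 40 min at 37C, pH 5.0. Data normalized to no-enzyme and enzyme controls; Hill-equation AC50 from compound titrations.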
ALDH1A1 inh: inhibitors of human aldehyde dehydrogenase 1A1. Potency, µM (top dose mostly 75.3 µM), without a hit: top-dose activity, negative = inhibition, most hits filed as inhibitors. hit rate 7.3% among 220,000. Purified ALDH1A1, NADH fluorescence, propionaldehyde substrate. P00352; active = well fitted inhibition curve with a large enough effect, not every such curve was filed as active; inconclusive = small, poorly fitted or top-dose-only effect, or another doubt; inactive = no such curve, though single readings can be large or run the other way;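 also: plate controls were no enzyme wells and a reference inhibitor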
Epigenetic derep: epigenetic control regulation, reporter derepression; murine LDR cells, GFP reporter derepression, 30 h; Potency, µM (doses to about 53.9 µM), inactives show top-dose GFP activation, actives largely listed as activators; hit rate 0.2% among 280,000; also: % of control where 0% means no effect; nearly all actives have a fitted effect of over 60% in size
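Derepression of a silenced CMV-GFP reporter in murine LDR cells is scored by enumerating GFP-positive cells with a laser-scanning microplate cytometer after 30 hours of treatment at 37 C.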
GAA inh: alpha-glucosidase (human) inhibition | P10253 | hit rate 0.005% among 200,000 | Potency, µM (top dose mostly 76.9 µM), for the others: top-dose activity change, negative = inhibition, usual class: inhibitors | purified human GAA, 4-MU-alpha-glucoside fluorescence;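 also: plate controls were uninhibited enzyme wells for no effect and no-enzyme background for full effect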
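Activity normalized between no-enzyme (basal) and enzyme-only wells. Conditions: 4 nM human enzyme, 400 uM fluorogenic substrate, citrate/phosphate pH 5.0 with Tween-20, 20 min room temperature, compounds up to 77 uM.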
GAA glycogen mod: alters human alpha-glucosidase cleavage of glycogen. P10253. recombinant GAA, glycogen substrate, Amplex Red glucose oxidase fluorescence. Potency, µM (top dose mostly 76.4 µM), for inactives: at the highest dose activity change, negative = inhibition, usual class: inhibitors. hit rate 0.38% among 300,000. AID 2100;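 also: 0% = full enzyme reaction and -100% = no-enzyme basal signal; the screen sought inhibitors and activators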
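Recombinant human alpha-glucosidase (4 nM final) hydrolysed bovine liver glycogen (30 ug) for 40 min at 37 C in pH 5.0 citrate/phosphate with 0.01% Tween-20. Released glucose detected by glucose oxidase/Amplex Red, Ex 573/Em 610 nm. Compounds up to 77 uM; AC50 from Hill fits.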
NPSR antag: antagonists of human neuropeptide S receptor cAMP signaling | Q6W5P4 | CHO-NPSR cells, cAMP TR-FRET, antagonist mode | Potency, µM (series often up to 38.3 µM), for inactives: top-dose activity change, negative = inhibition, hits mostly inhibitors | hit rate 1% among 220,000 | AID 1461; also: % is scaled to controls: 0 for no effect and ±100 for the full control effect; nearly all actives have a fitted effect of over 50% in size; many of its hits are not listed in these tables
Target sequence (Q6W5P4 whole entry, looked up): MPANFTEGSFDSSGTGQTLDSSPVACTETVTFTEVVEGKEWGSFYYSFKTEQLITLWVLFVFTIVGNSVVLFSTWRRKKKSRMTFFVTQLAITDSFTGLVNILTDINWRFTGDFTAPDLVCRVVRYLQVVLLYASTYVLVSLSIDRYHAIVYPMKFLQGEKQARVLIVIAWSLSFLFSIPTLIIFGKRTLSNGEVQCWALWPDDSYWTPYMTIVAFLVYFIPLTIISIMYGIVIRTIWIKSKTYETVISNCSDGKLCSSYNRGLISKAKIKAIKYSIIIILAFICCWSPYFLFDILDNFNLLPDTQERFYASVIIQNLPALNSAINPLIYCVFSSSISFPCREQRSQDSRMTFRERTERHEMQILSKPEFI
aGlu spleen mod: inhibitors or activators of human alpha-glucosidase in spleen homogenate; P10253; human spleen homogenate, 4-MU-alpha-glucoside fluorescence; Potency, µM (highest dose often 79.9 µM), for the others: top-dose activity change, negative = inhibition, usual class: inhibitors; hit rate 0.006% among 240,000; AID 2112;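 also: 0% = enzyme with vehicle and -100% = no enzyme basal signal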
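Human spleen homogenate (1 ug) incubated with compounds and 1 mM 4-methylumbelliferyl-alpha-D-glucopyranoside in pH 5.0 citrate/phosphate buffer, 37 C, 40 min. Stopped at pH 10; 4-MU fluorescence (Ex 365/Em 440 nm); AC50 by Hill fit.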
Tau fluor cs: counter-screen for tau fibril formation inhibitors; tau K18 P301L Alexa594 fluorescence, heparin fibrillization; Potency, µM (top dose mostly 57.7 µM), inactives show at the highest dose activity change, negative = decrease; hit rate 0.93% among 280,000; also: % is scaled to controls: 0 for no effect and ±100 for the full control effect; nearly all actives have a fitted effect of over 55% in size
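Human tau K18 P301L (15 uM unlabeled, 0.24 uM Alexa 594-labeled) in 100 mM sodium acetate pH 7 with 20 uM heparin, 6 hr at 37 C. ThT 30 uM added, 1 hr ambient; Alexa 594 FP and total fluorescence read at 555/632 nm.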
Starred values were filed as active, the others as inactive; u = inconclusive; x = not tested or not shown; & = joins results of further samples; [ ] = dose if it differs, or a comment. Unless noted, calls follow the shape of the dose curve; as a rule, active = well fitted curve in the direction sought with a large enough effect; inconclusive = small, poorly fitted or top-dose-only effect, or another doubt; inactive = no such curve, though single readings can be large; an effect the other way counts as inactive or inconclusive. Potency is read from the fitted curve at half-maximal effect.

SMILES	GLA spleen mod	ALDH1A1 inh	Epigenetic derep	GAA inh	GAA glycogen mod	NPSR antag	aGlu spleen mod	Tau fluor cs
CC(C)(C)NC(=O)C(OC(=O)c1cccs1)c1ccccc1 (stereo unspecified)	0%	9%	-5.8%	16%	15%	6%	5%	-10%
N#Cc1cn(-c2ccccc2)nc1-c1ccc2c(c1)OCCO2	0%	-6%	-1.0%	-19%	1%	u	-3%	-4%
O=C1CC(c2ccccc2Br)c2cc3c(cc2N1)CCC3 (stereo unspecified)	1%	10%	-0.4%	2%	-1%	-31%	-21%	-2%
CCC(CC)C(=O)Nc1ccccc1-n1cccc1	6%	13%	-2.3%	-5%	1%	-12%[46.1 µM]	0%	0%
CCN(CC)S(=O)(=O)c1ccc2c(c1)c(=O)c(C(=O)N1CCOCC1)cn2C	0%	0%	-2.1%	-8%	4%	10%[46.1 µM]	-10%	7%
Cc1cc(C)c(C(N)=O)c(Cl)n1	16%	4%	0.0%	-1%	-8%	14%	13%	6%
COc1cc(C)ccc1OCCCCN1CC(C)OC(C)C1 (stereo unspecified)	3%	-5%	0.8%	2%	7%	7%[46.1 µM]	7%	-7%
CC(=O)c1sc(-c2ccccn2)nc1C	6%	u	1.1%	2%	4%	24%	3%	-22%
CN1CCN(CC(=O)N/N=C/c2ccc(F)c(F)c2)CC1	-6%	-1%	-1.0%	3%	9%	17%	-10%	-1%
O=Cc1c(Cl)nc2ccccn2c1=O	7%	x	6.1%	x	3%	u	-5%	u
COC(=O)c1cnn(C(=O)c2cc(OC)ccc2Br)c1N	-2%	-3%	-0.9%	-3%	-7%	-10%[46.1 µM]	-1%	5%
CS(=O)(=O)Nc1ccc(C2=NN(C(=O)c3ccco3)C(c3cccc(F)c3)C2)cc1 (stereo unspecified)	-4%	14µM*	-2.4%	9%	-1%	-58%	0%	-27%
CSc1cccc(NC(=S)N(CCN(C)C)C(C)c2ccncc2)c1 (stereo unspecified)	-6%	x	-0.1%	x	-22%	-18%	0%	-12%
Oc1c(C(c2cccs2)N2CCN(c3ccc(F)cc3)CC2)sc2ncnn12 (stereo unspecified)	2%	-3%	0.0%	3%	26%	-7%[46.1 µM]	3%	-21%
Cc1c(C(=O)NN)nc2ccccn12	4%	4.5µM*	0.0%	-2%	u	19%	1%	-7%
C=C(C)Cn1c(SCCCO)nc2c1c(=O)[nH]c(=O)n2C	-11%	u	4.0%	u	5%	-10%[46.1 µM]	-6%	-1%
CCCCNC(=O)NNC(=O)c1ccoc1C	-3%	0%	-0.4%	-2%	1%	-6%[46.1 µM]	-5%	-1%
O=C1N=C(N2CCOCC2)S/C1=C\c1ccc(OS(=O)(=O)c2ccccc2)cc1	1%	28µM*	0.9%	u	7%	25%	-1%	-15%
C#CCOCCOCCOCCNc1nc(N2CCN(C(=O)[C@H](CCC(=O)O)n3cc(C(N)[C@H](C)CC)nn3)CC2)nc(N2CCN(C(=O)[C@H](Cc3ccc(O)cc3)n3cc(C(N)[C@H](C)CC)nn3)CC2)n1 (stereo partly specified)	8%	6%	-0.5%	x	10%	-30%	4%	8%
CCS(=O)(=O)c1nn2c(N)c(/C=C3/C=CC(=O)C(OC)=C3)c(=O)nc2s1	-5%	-9%	0.9%	u	-8%	13%	-7%	-24%
CC(C(c1cccs1)c1c(N)n(C)c(=O)n(C)c1=O)[N+](=O)[O-] (stereo unspecified)	11%	x	-1.8%	x	0%	7%	8%	-6%
Cc1oc(C(C)(C)C)cc1-c1cc(NC(=O)c2ccc([N+](=O)[O-])cc2)n[nH]1	-15%	-2%	-0.4%	3%	-8%	-14%	6%	u
C=CCOC(=O)NC(c1ccc(F)c(F)c1)C(C(=O)COC)C(=O)OC (stereo unspecified)	-7%&-13%	2%&5%	-1.1%&-1.1%	x	x	x	-8%&-10%	-5%&-1%
CC(O)C(NS(=O)(=O)c1ccc(Cl)cc1)C(=O)OCC(=O)Nc1cccnc1Cl (stereo unspecified)	-1%	9%	-1.8%	-2%	1%	17%	-3%	6%

Retrieved by compound from above (6):
SMILES	GLA spleen mod	ALDH1A1 inh	Epigenetic derep	GAA inh	GAA glycogen mod	NPSR antag	aGlu spleen mod	Tau fluor cs
COC(=O)c1cnn(C(=O)c2cc(OC)ccc2Br)c1N	-2%	-3%	-0.9%	-3%	-7%	-10%[46.1 µM]	-1%	5%
C=C(C)Cn1c(SCCCO)nc2c1c(=O)[nH]c(=O)n2C	-11%	u	4.0%	u	5%	-10%[46.1 µM]	-6%	-1%
CCN(CC)S(=O)(=O)c1ccc2c(c1)c(=O)c(C(=O)N1CCOCC1)cn2C	0%	0%	-2.1%	-8%	4%	10%[46.1 µM]	-10%	7%
CCCCNC(=O)NNC(=O)c1ccoc1C	-3%	0%	-0.4%	-2%	1%	-6%[46.1 µM]	-5%	-1%
C#CCOCCOCCOCCNc1nc(N2CCN(C(=O)[C@H](CCC(=O)O)n3cc(C(N)[C@H](C)CC)nn3)CC2)nc(N2CCN(C(=O)[C@H](Cc3ccc(O)cc3)n3cc(C(N)[C@H](C)CC)nn3)CC2)n1 (stereo partly specified)	8%	6%	-0.5%	x	10%	-30%	4%	8%
CCC(CC)C(=O)Nc1ccccc1-n1cccc1	6%	13%	-2.3%	-5%	1%	-12%[46.1 µM]	0%	0%

Other results follow.
SMILES	GLA spleen mod	ALDH1A1 inh	Epigenetic derep	GAA inh	GAA glycogen mod	NPSR antag	aGlu spleen mod	Tau fluor cs
N#C/C(C(=O)c1ccccc1)=C1/SC=C(N)N1c1ccccc1	6%	3.2µM*	u	-16%	-2%	0%[46.1 µM]	2%	-29%
CCOC(=O)c1cnn(-c2ncnc3sc4c(c23)CCC4)c1N	0%	3%	0.8%	-6%	-14%	-27%[46.1 µM]	-2%	-14%
Cc1oc2c(c1C(=O)Nc1cccc(C(=O)O)c1)CCCC2	3%	2%	1.6%	-1%	-4%	-5%[46.1 µM]	1%	-11%
O=C(NCc1ccccn1)NC12CC3CC(CC(C3)C1)C2	3%	u	0.9%	4%	0%	3%[46.1 µM]	-8%	-6%
Fc1ccc(CSc2ncnc3scc(-c4ccccc4)c23)cc1	10%	-2%	-0.9%	-10%	7%	-52%	-3%	-11%
C[C@H]1CC[C@@]2(O[C@@H](CCO)C[C@@H](O)[C@@H]2O)O1	4%	7%	0.8%	x	10%	-7%	4%	5%
CC(C)=NOC[C@@H](C)[C@H](OCc1ccccc1)C(C)C	0%[17.5 µM]	0%[13.5 µM]	0.8%[10.1 µM]	x	x	x	-1%[17.4 µM]	-18%[11.6 µM]
COc1ccccc1N(CC(=O)NC1CCCC1)C(=O)c1csnn1	-5%	0%	8.9%	-23%	-6%	-20%[46.1 µM]	-8%	-3%
COc1ccc(N2CCN(C(c3ccc4ncccc4c3)c3nnnn3C(C)C)CC2)cc1 (stereo unspecified)	2%	x	1.1%	x	-6%	-10%	-3%	-17%
CN(c1ccccc1)c1nc(N)c([N+](=O)[O-])c(N2CCCCCC2)n1	4%	x	-1.4%	x	-13%	16%[7.67 µM]	0%	-19%
O=C(Nc1nc2ccccc2n1Cc1ccccc1)c1ccc(COc2ccccc2[N+](=O)[O-])o1	-5%	u	-1.7%	-8%	13%	-10%[46.1 µM]	-10%	u
COc1ccc(CC(NC(C)=O)C(=O)NC2CCN(c3c(Cc4ccccc4)c(C)nc4ncnn34)CC2)c(OC)c1 (stereo unspecified)	-4%	u	-0.1%	u	3%	-10%	2%	-11%
NS(=O)(=O)c1ccc(CNC(=O)NC23CC4CC(CC(C4)C2)C3)cc1	7%	-9%	-0.8%	-6%	1%	-6%[46.1 µM]	0%	0%
COC(=O)c1cc(OC)c(OC)cc1NC(=O)c1c(-c2ccccc2)noc1C	2%	u	0.0%	u	-9%	-23%[46.1 µM]	5%	-18%
CC1CC(N(C(=O)c2ccco2)c2ccccc2)c2ccccc2N1C(=O)c1ccco1 (stereo unspecified)	4%	16%	0.1%	-16%	4%	u	-3%	-2%
C/C(=N\NC(=O)c1ccncc1)c1cc2ccccc2oc1=O	-3%	13%	0.0%	5%	9%	16%	-6%	-10%
Cc1ccc(C(=O)Nc2nc3ccc(S(C)(=O)=O)cc3s2)o1	-7%	u	-1.2%	-7%	5%	-12%[46.1 µM]	-4%	-4%
Cc1cc(OCc2ccc(C(=O)n3cccn3)o2)ccc1Cl	0%	0%	-1.0%	0%	-2%	-5%	-6%	-12%
c1ccc(OCc2noc(CN3CCC(C4CCCCC4)C3)n2)cc1 (stereo unspecified)	2%	-5%	0.0%	-2%	11%	13%	0%	-19%
COc1cccc(C(=O)Nc2ccc(F)cc2F)c1	6%	4%	2.4%	-12%	4%	8%[46.1 µM]	-11%	-2%
COc1ccc(C/C(N)=N/n2cnnc2)cc1Cl	-2%	3%	0.9%	-6%	3%	-1%[46.1 µM]	-8%	8%

Part of the list above, with values under each structure.
Value order: GLA spleen mod	ALDH1A1 inh	Epigenetic derep	GAA inh	GAA glycogen mod	NPSR antag	aGlu spleen mod	Tau fluor cs
CC(=O)c1sc(-c2ccccn2)nc1C
 : 6%	u	1.1%	2%	4%	24%	3%	-22%
COc1ccccc1N(CC(=O)NC1CCCC1)C(=O)c1csnn1
 : -5%	0%	8.9%	-23%	-6%	-20%[46.1 µM]	-8%	-3%
Oc1c(C(c2cccs2)N2CCN(c3ccc(F)cc3)CC2)sc2ncnn12 (stereo unspecified)
 : 2%	-3%	0.0%	3%	26%	-7%[46.1 µM]	3%	-21%
Fc1ccc(CSc2ncnc3scc(-c4ccccc4)c23)cc1
 : 10%	-2%	-0.9%	-10%	7%	-52%	-3%	-11%

These rows are one share of the data; rates above refer to the full screens.
